Cneo AK release: Cryptococcus neoformans lysis via adenylate kinase release. lysis activity, % at 15 µM. AID 651654. actives 0.2% (n = 360,000). C. neoformans lysis, adenylate kinase release luminescence, 4 h; normalised: neutral wells 0, clomiphene wells 100;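 active = mean lysis activity across replicates of at least 80%, whatever share of replicates individually reach that level; inactive = mean lysis activity below 80%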
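Assay system: log-phase C. neoformans yeast / Quantity: yeast cell density of 5 × 10^6 cells/mL / Medium: fresh YPD growth medium / Compound: single dose / Timing: static 4 h at 37 °C with compound, 1 h detection / Measured by: adenylate kinase release luminescence / Read-out: lysis from increased AK signal / Benchmarks: Clomiphene as positive lysis control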
Statin myotox sup: suppressors of simvastatin-induced myotoxicity in C2C12 myotubes | ATP luminescence, 48 h; scaled: DMSO 0, geranylgeraniol control 100 | actives 0.78% (n = 330,000) | rescue of ATP level, % at 7.49 µM;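 active = mean ATP rescue above about 67%, or every replicate alone reaching that limit, limit read from the data, passing the limit was not always enough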;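 note: myotubes were challenged with 10 µM simvastatin during compound exposure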
PGC1a acetyl inh: modulators of PGC1a acetylation; actives 0.17% (n = 350,000); inhibition, % at 15.6 µM; U2OS PGC1a acetylation, AlphaScreen anti-acetyl-lysine; with virally co-expressed GCN5 acetyltransferase;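 active = every replicate shows inhibition of at least 40%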;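 note: 0% = neutral control wells and 100% = positive control wells; some results beyond the cut were filed as inactive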
* = called active by the depositor. Not all compounds are listed. The share of hits here may be higher or lower than overall.

SMILES	Cneo AK release	Statin myotox sup	PGC1a acetyl inh
Cc1nn(C2CCCCC2)c(N)c1-c1ccccc1	0	9	-2
COc1ccc(C2=NN3C(C2)c2ccccc2OC32C(=O)N(C)c3ccccc32)cc1 (centres undefined)	-10	21	-29
CN(CCCNC(=O)c1ccc(N2CCCC2=O)cc1)c1ccccc1	-3	6	39
O=C1CC(Sc2ncn[nH]2)C(=O)N1c1ccccc1 (centres undefined)	-1	-3	-7
CCc1nnc(NC(=O)c2c(O)c3c([nH]c2=O)CCCC3)s1	8	3	14
CCOCCCNC(=O)N[C@@H](Cc1ccccc1)C(=O)OC	-2	3	-12
COc1ccc(N(CC(O)CN2CCCCC2)S(=O)(=O)c2ccc(C)cc2)cc1 (centres undefined)	2	-6	3
O=C(Nc1ccccc1C(=O)N1CCOCC1)c1noc2c1CCCC2	-3	-9	15
CN(C)CCCN1CC(C(=O)O)CC1=O (centres undefined)	0	5	4
CCc1nnc(NC(=O)C2CCN(C(=O)NC3CCCCC3)CC2)s1	-1	13	-15
Cc1cnc(C(=O)OCC(=O)NCc2ccccc2)cn1	3	10	-4
CCN(CC)S(=O)(=O)c1ccc(NC(=O)COc2c(OC)cccc2OC)cc1	3	-3	-7
O=C(CCCCCCN1C(=O)c2ccccc2C1=O)NC1CCCCC1	1	27	-6
CCN1C(=O)S/C(=C\c2ccc(N3CCOCC3)cc2C)C1=O	-2	3	-17
O=C(CCNS(=O)(=O)c1ccc(Br)s1)N1CCCCC1	3	19	-7
CC(c1ccccc1)C1C(C#N)=C(N)SC(N)=C1C#N (centres undefined)	3	20	-11
Cc1cc(C)cc(N(CC(=O)N2CCC(C)CC2)S(C)(=O)=O)c1	1	-11	33
Cc1ccc(-n2c(Cc3cccs3)nnc2SCC(=O)OC(C)C)cc1	0	1	-7
COc1ccc(OC)c(N(CC(=O)N2CCCC2)S(=O)(=O)c2ccc(OC)c(OC)c2)c1	-7	-31	3
Cc1ccc(C(=O)N(c2ccccn2)C(C)c2ccco2)cc1 (centres undefined)	-1	0	1
COc1cc(/C=N/NC(=O)c2cccs2)ccc1OCc1ccccc1	-1	-7	0
CC(=O)Nc1ccc(Oc2nc(-c3cccnc3)nc3sc4c(c23)CCCC4)cc1	1	-3	3
O=C(Oc1ccccc1)c1cc(O)c(O)c(O)c1	-6	-6	1
Cc1nn(-c2ccccn2)c2c1-c1nc(N)ncc1CC2	-1	115*	28
CC(=O)Nc1c(O)nc(SCC(=O)Nc2sc3c(c2C#N)CCCCCC3)[nH]c1=O	2	11	-12
CN(C)/C=C(/C(=O)c1ccc(Cl)cc1Cl)S(=O)(=O)c1ccccc1	0	2	-12
CC(=O)c1cccc(NC(=O)C2CCCCC2)c1	2	6	-17
O=C1/C(=C\Nc2ccc(Cl)cc2)CCN1c1ncccn1	-4	-4	6
CC1(C)NC(=O)N(CCOCCOc2c(Cl)cc(Cl)cc2Cl)C1=O	1	2	7
CS(=O)(=O)N1CCC(C(=O)NCc2ccncc2)CC1	1	3	-21
O=C(O)c1cc(-c2cccnc2)nn1-c1ccccn1	1	-5	-15
CC(=O)Oc1ccc(C)cc1-n1nc2ccccc2n1	2	-9	-8
CCn1[nH]c(=O)c(=Nc2c(C)n(C)n(-c3ccccc3)c2=O)cc1-c1ccc(Cl)cc1	3	-4	5
CCCc1ccc(Oc2cn[nH]c2-c2ccc(O)cc2O)cc1	8	3	9
COc1ccccc1C(=O)N1CCc2ccccc21	0	-13	8
Cc1ccc(NCN2C(=O)c3ccccc3C2=O)c(C)c1	-1	2	-2
CCOc1ccc(NC(=O)c2nn(C)cc2Br)cc1	-24	-19	-17
Cc1cc(=O)[nH]c(SCC2COC3(CCCCC3)O2)n1 (centres undefined)	2	4	-1
COc1ccc(C2C(C(=O)N3CCOCC3)CCC(=O)N2c2ccc(OC)cc2)cc1 (centres undefined)	-2	2	-4
O=C1C(=Cc2cccn2-c2ccc(O)cc2)C(=O)c2ccccc21	0	-12	6
COC(=O)Cn1cnc2c(oc3ccccc32)c1=O	0	2	-2
COc1ccc(-c2nc(C#N)c(N3CCCCCC3)o2)cc1	0	1	-10
CCN(CC)CCn1c2ccc(F)cc2c2nc(C)sc21	2	1	-1
COC(=O)c1c(NC(=O)c2ccc(Br)o2)sc(C)c1C	0	11	-3
O=C(Nc1ccc2c(c1)OCO2)N1CCN(c2ncc(C(F)(F)F)cc2Cl)CC1	0	19	-10
O=C(CSc1nnc(-c2ccccc2Cl)n1Cc1ccco1)Nc1ccc2c(c1)OCCO2	11	18	-7
CCOc1ccc2sc(NS(=O)(=O)c3ccc(OC)c(OC)c3)nc2c1	-2	-2	9
Cc1nc(NC(=O)c2ccc(F)cc2)nc2cc3c(cc12)OCO3	-2	-2	2
Cc1ccc(SCC(=O)Nc2cccc(C(=O)NC(C)(C)C)c2)cc1	-8	10	-13
S=C1NC(c2ccccc2)=NCN1c1ccccc1	1	7	-2
Going on with the list:
SMILES	Cneo AK release	Statin myotox sup	PGC1a acetyl inh
COc1ccccc1N1CCN(C(=O)c2cc3sccc3n2C)CC1	9	35	12
O=C(Cn1cccc1)Nc1ccc(F)cc1F	0	0	0
O=C(CSc1nnnn1Cc1ccccc1)NCC(=O)c1ccccc1	0	-1	11
C=CCNC(=O)CCCC(=O)NCC=C	0	3	-4
CCC(=O)Nc1nc2ccc(NC(C)=O)cc2s1	-2	-29	3
COC(=O)CSc1nnc(-c2ccc(OC)cc2OC)o1	-6	-13	6
S=C(Nc1ccc(Cl)cc1Cl)NC1CCCCC1	4	-7	-13
CCC(=O)Nc1cc(Cl)ccc1N1CCN(C(=O)CC)CC1	-1	4	-6
Cc1ccc(-c2csc(N(Cc3ccccc3)C(=O)COc3ccccc3)n2)cc1	0	2	-6
Cc1ccc(C(=O)N2CCN(C)CC2)cc1S(=O)(=O)N1CCCCC1	-2	-53	-1

Some of the entries so far, as labelled records.
O=C(Cn1cccc1)Nc1ccc(F)cc1F
- Cneo AK release: 0
- Statin myotox sup: 0
- PGC1a acetyl inh: 0
O=C(CSc1nnnn1Cc1ccccc1)NCC(=O)c1ccccc1
- Cneo AK release: 0
- Statin myotox sup: -1
- PGC1a acetyl inh: 11

Going on with the list:
SMILES	Cneo AK release	Statin myotox sup	PGC1a acetyl inh
COc1cccc2cc(C(=O)CC3(O)C(=O)N(Cc4ccccc4)c4ccccc43)c(=O)oc12 (centres undefined)	0	-3	5
CN(C)S(=O)(=O)N1CCc2ccccc21	0	-2	11
CCN(CC)C(=O)CN(c1cc2c(cc1OC)oc1ccccc12)S(=O)(=O)c1ccccc1	-3	33	-3
Cc1nccn1CCCN1C(=O)OC2(CCCCC2)C1(C)O (centres undefined)	-4	12	6
CCSc1ccccc1C(=O)NCCCn1ccnc1	0	1	95*
CNc1nc(SC)nc(N(C#N)CC(=O)OC)n1	0	5	0
CCOC(=O)N1CCN(c2cc(NCCC(=O)O)c3c4c(onc24)-c2ccccc2C3=O)CC1	-4	-15	14
CCC1(C)C2(C#N)C(N)=NC(OC)(OC)C12C#N (centres undefined)	-3	72*	4
Cc1ccc(Cl)cc1NC(=O)c1ocnc1C	0	-13	2
CCOC(=O)c1sc(C)nc1C1CCN(C(=O)OCC)CC1	0	0	8
CCOC(=O)C1=C(CN2c3ccccc3CC2C)NC(=O)NC1c1ccccc1 (centres undefined)	2	6	-16
CCOc1ccccc1N1CCN(C(=O)C(F)(F)F)CC1	6	14	-10
CC(=O)Nc1cc(-c2nn(C)c(=O)c3ccccc23)ccc1N1CCOCC1	-1	106*	3
c1csc(-c2nn3c(C4COc5ccccc5O4)nnc3s2)c1 (centres undefined)	3	45	-29
Cc1c(/C=C/C(=O)c2ccccc2)cnn1C	-1	2	5
CC(C)CCNC(=O)CN(CCN1CCOCC1)C(=O)Cn1nnc(-c2ccc(F)cc2)n1	3	7	6
c1ccc(N2N=C(c3cccs3)CC2c2ccco2)cc1 (centres undefined)	-5	20	-18
Cc1ccc2[nH]c(=O)c(C(c3nnnn3CC3CCCO3)N3CCc4ccccc4C3)cc2c1 (centres undefined)	0	7	-14
O=C(CSc1nc2ccccc2nc1SCC(=O)N1CCOCC1)N1CCOCC1	1	-6	8
Cc1cccc(C)c1NC(=O)CSc1nnc(Cn2nnc(-c3ccccc3)n2)n1-c1ccccc1	-1	2	-18

Continued; the last three above are carried over.
SMILES	Cneo AK release	Statin myotox sup	PGC1a acetyl inh
Cc1ccc2[nH]c(=O)c(C(c3nnnn3CC3CCCO3)N3CCc4ccccc4C3)cc2c1 (centres undefined)	0	7	-14
O=C(CSc1nc2ccccc2nc1SCC(=O)N1CCOCC1)N1CCOCC1	1	-6	8
Cc1cccc(C)c1NC(=O)CSc1nnc(Cn2nnc(-c3ccccc3)n2)n1-c1ccccc1	-1	2	-18
O=[N+]([O-])c1ccccc1S(=O)(=O)NCCC1=CCCCC1	-3	-7	-8
COc1cccc(Nc2nc(NCC3CCCO3)c3ccccc3n2)c1 (centres undefined)	-4	-88	11
O=C1c2ccccc2C(=O)N1CCc1nc2ccccc2c(=O)n1Cc1ccco1	3	7	0
C/C(=N\NC(=S)NCCc1ccccc1)c1ccc(C)cc1	17	-5	1
Cc1cccc(CCNS(=O)(=O)c2ccc(S(=O)(=O)NC3CCCC3)cc2)c1	2	48	-4
CCOC(=O)c1ccccc1NC(=O)Nc1ccc(OC)c(OC)c1	0	-11	1
O=C(Nc1ccc(F)c(F)c1)NC1CCCCC1	-1	-25	4
CCN(CC)CC(O)COc1ccc2c(c1)c(C(C)=O)c(C)n2-c1ccccc1 (centres undefined)	-1	4	-49
C=CCn1c(N)cc(=O)nc1SCC(=O)Nc1ccc2ccccc2c1	1	-8	-4
C=CCOC(=O)C1=C(C)OC(N)=C(C#N)C1c1ccc(F)cc1 (centres undefined)	-2	-13	3

Marked active in PGC1a acetyl inh, of those listed so far:
canonical_smiles	PGC1a acetyl inh
CCSc1ccccc1C(=O)NCCCn1ccnc1	95*

Continued.
SMILES	Cneo AK release	Statin myotox sup	PGC1a acetyl inh
O=C(Nc1ccccc1N1CCOCC1)c1cnccn1	0	-80	-2
CCCN1C(=O)/C(=C/c2c(NCCCOCC)nc3c(C)cccn3c2=O)SC1=S	-16	10	6
c1cncc(-c2nc(N3CCOCC3)c3ccccc3n2)c1	1	-42	4
O=S(=O)(NCCc1ccncc1)c1cc(Br)ccc1F	0	-5	7
CC(C)(C)Nc1nc(N2CCCC2)nc(N2CCCC2)n1	10	-90	-13
CCn1c(CCCOc2ccc(Cl)cc2Cl)nnc1SCC(=O)Nc1cccc(F)c1	0	-4	3
O=C(Cc1ccccn1)Nc1ccccc1	4	3	-13
O=C(COc1ccccc1)Nc1cccc(-c2nc3cc4ccccc4cc3[nH]2)c1	-13	-106	-3
CCOC(=O)c1c(C)[nH]c(C(=O)COC(=O)CCC(=O)c2ccc3c(c2)OCCO3)c1C	1	10	15
CC(C)OCCCn1c(=S)[nH]c2cc3c(cc2c1=O)OCO3	6	6	-3
COc1cccc(CN(C)C(=O)c2ccc3nccnc3c2)c1	0	0	5
Cc1cc(C)nc(/N=C2\NC(=O)CC(C(=O)O)N2c2ccc(Oc3ccccc3)cc2)n1 (centres undefined)	0	-5	-3
Cc1ccc(S(=O)(=O)Nc2nonc2C)cc1	-1	-3	-7
Cc1nn2c3c(cnc2c1-c1ccc(Cl)cc1)C(=O)CC(c1ccco1)C3 (centres undefined)	-3	7	8
C=CCC(NC(C)c1ccccc1)c1ccco1 (centres undefined)	1	20	2
CC(C)(C)c1ccc(S(=O)(=O)NCC(=O)Nc2ccc(-c3nc4ccccc4s3)cc2)cc1	-3	47	-8
Cc1ccc(S(=O)(=O)NCC(=O)N(CC(=O)NC2CCCCC2)Cc2ccco2)cc1	6	14	-2
O=S(=O)(N1CCCCC1)N1CCN(c2ccccc2F)CC1	-4	-1	1

Part of the list above with just PGC1a acetyl inh and Statin myotox sup.
| SMILES | PGC1a acetyl inh | Statin myotox sup |
| --- | --- | --- |
| C=CCC(NC(C)c1ccccc1)c1ccco1 (centres undefined) | 2 | 20 |
| CC(C)(C)c1ccc(S(=O)(=O)NCC(=O)Nc2ccc(-c3nc4ccccc4s3)cc2)cc1 | -8 | 47 |
| Cc1ccc(S(=O)(=O)NCC(=O)N(CC(=O)NC2CCCCC2)Cc2ccco2)cc1 | -2 | 14 |
| O=S(=O)(N1CCCCC1)N1CCN(c2ccccc2F)CC1 | 1 | -1 |
